Mtb BioA inh – inhibitors of Mycobacterium tuberculosis BioA enzyme; inhibition, % at 9.99 µM; 360,000 tested, 0.096% active; purified M. tuberculosis BioA enzyme, plate reader; in the data active = inhibition above about 40%
Numbers without * were called inactive.

SMILES	Mtb BioA inh
C[C@@H]1CCCCO[C@@H](CN(C)C(=O)Nc2ccccc2)[C@H](C)CN([C@@H](C)CO)C(=O)c2cc(NC(=O)CCCN(C)C)ccc2O1	-1.1
COc1ccccc1-c1ccc([C@@H]2[C@@H](C#N)N(C(=O)C3CC3)[C@@H]2CO)cc1	2.3
CCC(=O)N1[C@@H]2c3ccc(C4=CCCC4)c(=O)n3C[C@H]1[C@H](CO)[C@H]2C(=O)N[C@@H](C)c1ccccc1	-0.4
COCCCN1C(=O)[C@@]2(Cc3ccccc31)c1ccccc1C(=O)N(C1CCCCC1)[C@H]2c1ccc(CO)cc1	-3.6
Cc1noc(C)c1S(=O)(=O)N(C)C[C@@H]1OCCCC[C@@H](C)Oc2ccc(NS(C)(=O)=O)cc2C(=O)N([C@@H](C)CO)C[C@@H]1C	0.2
C[C@@H]1CN([C@H](C)CO)C(=O)c2cc(NC(=O)CCN3CCOCC3)ccc2O[C@@H]1CN(C)Cc1ccc(C(F)(F)F)cc1	0.8
C[C@H](CO)N1C[C@H](C)[C@@H](CN(C)C(=O)Nc2ccc(F)cc2)Oc2ncc(-c3cccnc3)cc2C1=O	9.6
O=C(C[C@@H]1CC[C@@H]2[C@H](COC[C@H](O)CN2Cc2cccc(C(F)(F)F)c2)O1)NCc1ccc(F)cc1	-0.5
CN1C(=O)c2cc(NC(=O)c3ccc(C(F)(F)F)cc3)ccc2OC[C@@H]2O[C@@H](CC(=O)O)CC[C@@H]21	-1.4
C[C@@H]1CCCCO[C@@H](CN(C)C(=O)CCCN(C)C)[C@@H](C)CN([C@H](C)CO)C(=O)c2cc(NS(=O)(=O)c3ccc(Cl)cc3)ccc2O1	0.0
C[C@H](CO)N1C[C@H](C)[C@H](CN(C)C(=O)Nc2ccccc2F)Oc2cc(-c3ccccc3)ccc2S1(=O)=O	-1.1
CCCc1cn(CC[C@H]2CC[C@@H](NC(=O)Nc3ccccc3F)[C@@H](CO)O2)nn1	0.9
O=C(C[C@H]1C=C[C@H](NC(=O)CN2CCOCC2)[C@@H](CO)O1)NC1CCC1	3.9
CNC[C@H]1OCCCC[C@@H](C)Oc2ccc(NS(=O)(=O)c3cn(C)cn3)cc2C(=O)N([C@@H](C)CO)C[C@H]1C	-1.6
C[C@H]1CN([C@@H](C)CO)S(=O)(=O)c2ccc(-c3ccc(C#N)cc3)cc2O[C@H]1CN(C)C	-0.2
C[C@@H]1CN([C@@H](C)CO)C(=O)c2cc(NC(=O)Nc3ccccc3)ccc2O[C@H]1CN(C)C(=O)Nc1ccc(C(F)(F)F)cc1	-1.1
C[C@H](CO)N1C[C@H](C)[C@@H](CN(C)C(=O)Cc2ccccn2)Oc2ncc(C#C[C@@H](C)O)cc2C1=O	-1.5
C[C@@H]1CCCCO[C@@H](CN(C)C(=O)C2CCCCC2)[C@@H](C)CN([C@H](C)CO)C(=O)c2cc(NC(=O)C3CCCCC3)ccc2O1	2.2
C[C@@H]1CCCCO[C@@H](CN(C)S(C)(=O)=O)[C@H](C)CN([C@@H](C)CO)C(=O)c2cc(NS(=O)(=O)c3cn(C)cn3)ccc2O1	2.4
CC=Cc1ccc2n(c1=O)C[C@H]1[C@H](CO)[C@@H](C(=O)NCCC)[C@@H]2N1C(=O)C1CC1 (mixture of isomers)	-0.4
CCC(=O)N(C)C[C@@H]1Oc2cc(C#Cc3ccccn3)ccc2S(=O)(=O)N([C@@H](C)CO)C[C@@H]1C	-0.1
C[C@@H]1CN([C@@H](C)CO)C(=O)c2cc(-c3ccc(F)cc3)cnc2O[C@H]1CN(C)C(=O)Cc1ccccc1	3.3
C[C@H](CO)N1C[C@H](C)[C@@H](CN(C)CC2CC2)Oc2c(NC(=O)c3ccc(-c4nccs4)cc3)cccc2C1=O	-0.6
Cc1noc(C)c1S(=O)(=O)Nc1ccc2c(c1)C(=O)N([C@@H](C)CO)C[C@@H](C)[C@H](CN(C)Cc1ccccc1)O2	6.1
COCC(=O)Nc1ccc2c(c1)C(=O)N(C)[C@@H]1CC[C@@H](CC(=O)NCc3ccccc3)O[C@@H]1CO2	0.2
C[C@H](O)C#Cc1cnc2c(c1)C(=O)N([C@@H](C)CO)C[C@H](C)[C@@H](CN(C)C(=O)Nc1ccc(F)cc1)O2	-1.1
COc1ccc(S(=O)(=O)N(C)C[C@H]2OCCCC[C@H](C)Oc3ccc(NC(=O)Nc4cccc5ccccc45)cc3C(=O)N([C@H](C)CO)C[C@@H]2C)cc1	-1.9
CC(=O)N1[C@@H]2Cn3c(ccc(-c4ccccc4F)c3=O)[C@H]1[C@@H](C(=O)N1CCOCC1)[C@@H]2CO	-1.8
CCC(=O)Nc1ccc2c(c1)C(=O)N(C)[C@@H]1CC[C@H](CC(=O)NCCc3ccncc3)O[C@H]1CO2	10.0
Cc1noc(C)c1S(=O)(=O)N(C)C[C@@H]1OCCCC[C@@H](C)Oc2ccc(NC(=O)NC(C)C)cc2C(=O)N([C@@H](C)CO)C[C@H]1C	1.8
C[C@@H]1CCCCO[C@@H](CN(C)S(C)(=O)=O)[C@H](C)CN([C@@H](C)CO)C(=O)c2cc(NS(=O)(=O)c3ccccc3)ccc2O1	-0.5
C[C@@H]1CCCCO[C@H](CN(C)S(=O)(=O)c2ccccc2)[C@H](C)CN([C@@H](C)CO)C(=O)c2cc(NS(=O)(=O)c3cn(C)cn3)ccc2O1	-0.5
C[C@H](CO)N1C[C@H](C)[C@H](CN(C)CC2CCCCC2)Oc2c(NC(=O)C3CC3)cccc2C1=O	4.0
CC(C)NC(=O)N(C)C[C@H]1OCCCC[C@H](C)Oc2ccc(NS(=O)(=O)c3cccs3)cc2C(=O)N([C@@H](C)CO)C[C@H]1C	-0.5
CN(C)CC(=O)Nc1ccc2c(c1)[C@@H]1C[C@H](CC(=O)NCc3ccccc3F)O[C@H](CO)[C@@H]1O2	-1.1
C[C@H](CO)N1C[C@H](C)[C@H](CN(C)Cc2ccc(C(=O)Nc3ccccc3N)cc2)Oc2ccc(NS(=O)(=O)c3ccccc3)cc2CC1=O	3.0
C[C@H]1CN([C@@H](C)CO)C(=O)c2cccc(N(C)C)c2O[C@@H]1CN(C)S(=O)(=O)c1ccc(Cl)cc1	2.0
C[C@@H]1CN([C@H](C)CO)C(=O)c2cc(NS(=O)(=O)c3ccc(F)cc3)ccc2O[C@H]1CN(C)Cc1ccc2c(c1)OCO2	0.4
C[C@@H]1CN([C@H](C)CO)C(=O)c2cc(Br)cnc2O[C@H]1CN(C)CC1CCOCC1	1.5
CNC[C@@H]1OCCCC[C@H](C)Oc2ccc(NC(=O)Cc3ccccc3)cc2C(=O)N([C@H](C)CO)C[C@@H]1C	1.1

9 consecutive records already listed, for reference:
SMILES	Mtb BioA inh
COCC(=O)Nc1ccc2c(c1)C(=O)N(C)[C@@H]1CC[C@@H](CC(=O)NCc3ccccc3)O[C@@H]1CO2	0.2
C[C@H](O)C#Cc1cnc2c(c1)C(=O)N([C@@H](C)CO)C[C@H](C)[C@@H](CN(C)C(=O)Nc1ccc(F)cc1)O2	-1.1
COc1ccc(S(=O)(=O)N(C)C[C@H]2OCCCC[C@H](C)Oc3ccc(NC(=O)Nc4cccc5ccccc45)cc3C(=O)N([C@H](C)CO)C[C@@H]2C)cc1	-1.9
CC(=O)N1[C@@H]2Cn3c(ccc(-c4ccccc4F)c3=O)[C@H]1[C@@H](C(=O)N1CCOCC1)[C@@H]2CO	-1.8
CCC(=O)Nc1ccc2c(c1)C(=O)N(C)[C@@H]1CC[C@H](CC(=O)NCCc3ccncc3)O[C@H]1CO2	10.0
Cc1noc(C)c1S(=O)(=O)N(C)C[C@@H]1OCCCC[C@@H](C)Oc2ccc(NC(=O)NC(C)C)cc2C(=O)N([C@@H](C)CO)C[C@H]1C	1.8
C[C@@H]1CCCCO[C@@H](CN(C)S(C)(=O)=O)[C@H](C)CN([C@@H](C)CO)C(=O)c2cc(NS(=O)(=O)c3ccccc3)ccc2O1	-0.5
C[C@@H]1CCCCO[C@H](CN(C)S(=O)(=O)c2ccccc2)[C@H](C)CN([C@@H](C)CO)C(=O)c2cc(NS(=O)(=O)c3cn(C)cn3)ccc2O1	-0.5
C[C@H](CO)N1C[C@H](C)[C@H](CN(C)CC2CCCCC2)Oc2c(NC(=O)C3CC3)cccc2C1=O	4.0

Additional compounds:
SMILES	Mtb BioA inh
CN(C)c1ccc2c(c1)[C@@H]1C[C@@H](CC(=O)NCc3ccc4c(c3)OCO4)O[C@H](CO)[C@@H]1O2	1.2
C[C@H](O)C#Cc1ccc2c(c1)O[C@@H](CN(C)C(=O)C1CCCCC1)[C@@H](C)CN([C@@H](C)CO)S2(=O)=O	1.1
CN(C)C(=O)C[C@@H]1C[C@@H]2c3cc(NC(=O)c4ccc5c(c4)OCO5)ccc3O[C@@H]2[C@H](CO)O1	-0.5
CC(=O)N1CC[C@H]2[C@H](CO)Nc3ccc(-c4ccccc4)cc3[C@H]21	0.7
Cc1ccc(S(=O)(=O)Nc2ccc3c(c2)CC(=O)N([C@H](C)CO)C[C@@H](C)[C@@H](CN(C)S(=O)(=O)c2ccccc2)O3)cc1	-0.1
CCCNC(=O)C[C@@H]1C[C@@H]2c3cc(NC(=O)NC4CCCC4)ccc3O[C@@H]2[C@@H](CO)O1	-1.0
CO[C@@H]1CN(C)C(=O)c2ccc(NC(=O)c3ccc(F)cc3)cc2OC[C@@H](C)N(C(=O)c2ccc(F)cc2)C[C@@H]1C	-1.8
COc1ccc(NC(=O)N(C)C[C@H]2Oc3c(NC(=O)c4cc(C)nn4C)cccc3C(=O)N([C@H](C)CO)C[C@@H]2C)cc1	-1.1
C[C@H]1CCCCO[C@@H](CN(C)Cc2ccncc2)[C@@H](C)CN([C@@H](C)CO)C(=O)c2cc(NC(=O)c3ccncc3)ccc2O1	-1.7
COc1ccc(S(=O)(=O)N(C)C[C@@H]2OCCCC[C@@H](C)Oc3ccc(NS(=O)(=O)c4c(C)noc4C)cc3C(=O)N([C@@H](C)CO)C[C@H]2C)cc1	-0.1
C[C@@H]1CCCCO[C@H](CN(C)Cc2ccc3c(c2)OCO3)[C@@H](C)CN([C@H](C)CO)C(=O)c2cc(NC(=O)CCC(F)(F)F)ccc2O1	-1.5
COCC(=O)Nc1ccc2c(c1)OC[C@@H](C)N(Cc1ccccc1)C[C@H](C)[C@H](OC)CN(C)C2=O	2.9
C[C@@H]1CN([C@@H](C)CO)C(=O)c2cc(NC(=O)c3ccncc3)ccc2O[C@@H](C)CCCCO[C@H]1CN(C)C(=O)c1ccncc1	0.6
COc1cccc(-c2ccc3c(c2)[C@@H]2[C@@H](CCN2C(=O)CC2CC2)[C@H](CO)N3C)c1	1.9
CCC(=O)Nc1ccc2c(c1)C(=O)N(C)[C@H]1CC[C@@H](CC(=O)NCc3ccc(OC)cc3)O[C@@H]1CO2	0.0
O=C(Nc1ccc2c(c1)OCO2)N[C@H]1CC[C@@H](CCNC(=O)C2CCC2)O[C@@H]1CO	2.9
C[C@@H]1CN([C@H](C)CO)S(=O)(=O)c2ccc(C#Cc3ccccn3)cc2O[C@H]1CN(C)Cc1ccc(F)cc1	-3.1
COCC#Cc1ccc2c(c1)O[C@H](CN(C)S(=O)(=O)c1ccc(OC)cc1)[C@H](C)CN([C@H](C)CO)S2(=O)=O	-1.9
C[C@@H]1CN([C@H](C)CO)C(=O)c2cc(NS(=O)(=O)c3cccs3)ccc2O[C@H]1CN(C)C(=O)NC1CCCCC1	2.4
CN1CCCCN2[C@@H](CO)[C@H](c3ccc(-c4ccccc4)cc3)[C@@H]2C1	4.8
C[C@H]1CN([C@@H](C)CO)C(=O)c2cccc(NC(=O)C3CCCCC3)c2O[C@@H]1CN(C)Cc1ccc2c(c1)OCO2	-0.8
COc1ccccc1-c1ccc2c(c1)O[C@@H](CN(C)S(=O)(=O)c1ccccc1)[C@@H](C)CN([C@@H](C)CO)S2(=O)=O	4.3
Cn1cnc(S(=O)(=O)N2C[C@H](O)COC[C@@H]3O[C@H](CC(=O)NC4CCC4)CC[C@H]32)c1	-1.6
C[C@H](CO)N1C[C@H](C)[C@@H](CN(C)S(=O)(=O)c2ccc(Cl)cc2)OCCCC[C@H](C)Oc2ccc(NS(=O)(=O)c3cn(C)cn3)cc2C1=O	3.9
O=C(C[C@H]1CC[C@@H](NC(=O)Cc2ccccn2)[C@H](CO)O1)NCCCN1CCOCC1	-1.7
C[C@@H]1CN([C@@H](C)CO)S(=O)(=O)c2ccc(C#CC3CC3)cc2O[C@H]1CN(C)CC1CCCC1	-1.9
O=C(C[C@H]1C[C@H]2c3cc(NC(=O)Nc4ccccc4)ccc3O[C@H]2[C@@H](CO)O1)NCCN1CCCCC1	-0.6
Cc1ccc(-c2ccc3c(c2)O[C@@H](CN(C)Cc2ccncc2)[C@@H](C)CN([C@H](C)CO)S3(=O)=O)cc1	-0.9
Cc1ccc(S(=O)(=O)N(C)C[C@@H]2Oc3ccc(NC(=O)Nc4ccccc4)cc3C(=O)N([C@@H](C)CO)C[C@H]2C)cc1	-2.1
C[C@H](O)C#Cc1ccc([C@H]2[C@@H](CO)N3CCCCN(S(=O)(=O)c4ccccc4)C[C@@H]23)cc1	1.1
COc1cccc(-c2ccc([C@@H]3[C@@H](CO)N4CCCCN(S(=O)(=O)c5cn(C)cn5)C[C@@H]34)cc2)c1	-0.7
COc1ccc(NC(=O)Nc2ccc3c(c2)C(=O)N(C)C[C@@H](OC)[C@H](C)CN[C@@H](C)CO3)cc1	0.5
O=C(C[C@H]1CC[C@@H](NC(=O)c2ccncc2)[C@H](CO)O1)Nc1ccccc1	-1.3
COc1ccc(NC(=O)Nc2ccc3c(c2)[C@H]2C[C@H](CC(=O)NCC4CC4)O[C@@H](CO)[C@H]2O3)cc1	-1.5
CCCNC(=O)C[C@H]1CC[C@@H]2[C@H](COC[C@@H](O)CN2C(=O)c2cccnc2)O1	-2.4
CC(C)NC(=O)N(C)C[C@@H]1OCCCC[C@@H](C)Oc2ccc(NC(=O)Nc3ccc4c(c3)OCO4)cc2C(=O)N([C@H](C)CO)C[C@@H]1C	1.0
COc1ccc(NC(=O)N(C)C[C@H]2Oc3ccc(NC(=O)Nc4ccc(F)cc4)cc3C(=O)N([C@H](C)CO)C[C@H]2C)cc1	6.6
COc1ccc(S(=O)(=O)N(C)C[C@@H]2OCCCC[C@@H](C)Oc3ccc(NC(=O)Nc4ccccc4)cc3C(=O)N([C@H](C)CO)C[C@@H]2C)cc1	-2.2

High-throughput results: PubChem BioAssay, Broad Institute

The list is partial; rates above refer to the full screens.
